Bioassay records (PubChem)
KDM5B inhibitor – KDM5B demethylase inhibition; KDM5B demethylase, FDH-coupled NADH fluorescence (FDH is formaldehyde dehydrogenase); Potency, µM (titrated, usually from 57.7 µM), for inactives: top-dose activity change, negative = inhibition, most hits filed as inhibitors; 2.6% of 220,000 active; AID 1347165; active means well fitted inhibition curve with a large enough effect; inconclusive means small, poorly fitted or top-dose-only effect; inactive means no such curve, though single readings can be large or run the other way; further: 0% is about no effect; nearly all actives have a fitted effect of over 70% in size
Target sequence (Q9UGL1 whole entry, looked up): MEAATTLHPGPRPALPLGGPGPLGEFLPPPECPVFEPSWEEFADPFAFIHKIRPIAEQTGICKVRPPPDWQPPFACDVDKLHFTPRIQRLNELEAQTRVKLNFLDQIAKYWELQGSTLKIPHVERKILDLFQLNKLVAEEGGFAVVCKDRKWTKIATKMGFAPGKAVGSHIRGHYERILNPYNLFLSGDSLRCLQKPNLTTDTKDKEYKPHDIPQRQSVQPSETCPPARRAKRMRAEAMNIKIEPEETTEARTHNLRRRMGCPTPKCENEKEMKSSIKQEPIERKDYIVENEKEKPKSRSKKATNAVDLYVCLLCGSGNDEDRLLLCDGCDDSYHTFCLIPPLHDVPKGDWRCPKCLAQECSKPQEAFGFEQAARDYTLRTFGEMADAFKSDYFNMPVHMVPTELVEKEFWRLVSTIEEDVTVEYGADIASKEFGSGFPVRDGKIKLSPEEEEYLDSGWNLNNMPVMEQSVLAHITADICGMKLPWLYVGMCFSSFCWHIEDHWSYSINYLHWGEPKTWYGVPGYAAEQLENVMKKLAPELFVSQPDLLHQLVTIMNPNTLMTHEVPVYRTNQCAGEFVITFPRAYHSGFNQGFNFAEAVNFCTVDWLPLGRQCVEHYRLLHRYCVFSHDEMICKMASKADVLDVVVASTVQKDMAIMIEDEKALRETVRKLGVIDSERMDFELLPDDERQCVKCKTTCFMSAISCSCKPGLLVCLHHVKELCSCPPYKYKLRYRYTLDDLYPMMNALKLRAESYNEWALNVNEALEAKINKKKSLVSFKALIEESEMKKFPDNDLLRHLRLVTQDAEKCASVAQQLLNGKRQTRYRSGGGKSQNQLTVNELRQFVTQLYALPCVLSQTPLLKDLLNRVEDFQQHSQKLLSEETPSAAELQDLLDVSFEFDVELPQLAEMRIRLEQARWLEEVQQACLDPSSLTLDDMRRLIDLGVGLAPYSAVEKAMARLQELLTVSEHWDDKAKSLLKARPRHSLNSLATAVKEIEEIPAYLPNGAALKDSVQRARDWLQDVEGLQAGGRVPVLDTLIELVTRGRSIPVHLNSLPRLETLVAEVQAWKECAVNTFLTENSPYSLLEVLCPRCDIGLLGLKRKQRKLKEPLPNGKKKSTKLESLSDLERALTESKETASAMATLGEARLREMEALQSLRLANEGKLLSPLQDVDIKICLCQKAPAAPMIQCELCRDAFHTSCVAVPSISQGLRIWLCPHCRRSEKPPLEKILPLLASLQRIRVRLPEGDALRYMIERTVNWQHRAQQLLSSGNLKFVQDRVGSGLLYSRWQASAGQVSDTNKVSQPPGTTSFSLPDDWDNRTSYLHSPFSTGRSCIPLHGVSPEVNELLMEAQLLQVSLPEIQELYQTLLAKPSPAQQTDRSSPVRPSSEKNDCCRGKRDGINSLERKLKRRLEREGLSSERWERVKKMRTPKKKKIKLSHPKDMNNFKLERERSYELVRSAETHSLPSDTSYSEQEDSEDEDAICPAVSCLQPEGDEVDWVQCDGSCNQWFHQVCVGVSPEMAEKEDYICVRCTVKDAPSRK
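Measured: NADH fluorescence change, 30 min, RT. System: KDM5BΔAP 200 nM final, H3K4me3 peptide, α-KG, Fe(II), ascorbate, NAD⁺ plus FDH, pH 7.5 HEPES. Compounds: titrated, 10 min pre-incubation with enzyme.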
Numbers without * were called inactive; ? = inconclusive; & = joins results of further samples; [ ] = remark or other dose. Potency means the concentration at half of the fitted maximal effect. Some of the compounds tested. The share of hits here may be higher or lower than overall.

No.	smiles	KDM5B inhibitor
1	O=C(COc1ccccc1)N[C@H]1CO[C@H]2[C@@H]1OC[C@@H]2Nc1nccc(-c2cccc(F)c2)n1	0.4%
2	C[S+](=O)([O-])c1ccc(-c2nc(C(=O)N3CCCC3)n3ccncc23)cc1	?
3	COc1cc(/C=N/N(C)C)cc(Br)c1O	-28.1%
4	COc1cc2c(c(OC)c1)C(c1ccc(Cl)cc1)C1=C(CCCC1=O)N2 (centres undefined)	?
5	Clc1ccc(-c2nnc3n2CCN(CC2CCCCC2)C3)cc1	-7.0%[149 µM]
6	CN(C)c1cccc(C(=O)Oc2ccc(C#N)cc2)c1	-6.9%
7	CC(Nc1ccc2oc(C(C)(C)C)nc2c1)c1nc(C(C)(C)C)no1 (centres undefined)	?
8	Cc1nc(SCC(=O)Nc2ccccc2F)[nH]c(=O)c1Cc1ccccc1	-21.6%
9	O=C1CCCc2c1cc(C(=O)NC1CCCC1)c(=O)n2-c1ccc(C(F)(F)F)cc1	-28.9%
10	CCN(CC(=O)NC)S(=O)(=O)c1cccc2cc(C)cnc12	20.6%
11	Cc1cc(C)cc(OCC(=O)Nc2ccc(-c3nc4ccccc4o3)cc2)c1	?
12	O=C(NC1CC1)C(NCc1cccc(C(F)(F)F)c1)c1ccc(F)cc1 (centres undefined)	-8.2%
13	COc1ccc(NS(=O)(=O)c2ccc(N3C(=O)C(C)CS3(=O)=O)cc2)cc1Cl (centres undefined)	3.2%
14	O=C(O)CC1(CC(=O)N[C@H]2CO[C@H]3[C@@H]2OC[C@@H]3n2nnnc2Oc2cccc(N3CCOCC3)c2)CCCC1	10.4%
15	CC1CCC(NC(=O)c2ccc(C(N)=O)cc2)CC1 (centres undefined)	12.3%
16	O=C(c1ccc2c(c1)OCO2)N1CCCC2(CC(c3cccnc3)=NO2)C1 (centres undefined)	9.8%[115 µM]
17	Cc1cc(C)cc(C(=O)N2CC(=O)Nc3ccc(C)cc3C2c2ccccc2)c1 (centres undefined)	-9.6%
18	C=CCn1c(SCc2coc(-c3ccc(C)cc3)n2)nnc1C1CCS(=O)(=O)C1 (centres undefined)	18.9%
19	O=C(N/N=C/c1ccccc1)C1CC1	-9.6%
20	COc1ccc(-c2cc(C(=O)N3CCCC3)no2)cc1OC	23.2%
21	COc1ccc(-c2nccn3cc(C(=O)NCc4ccc(OC)c(OC)c4)nc23)cc1	?
22	Cc1nc(Nc2cccc(C(F)(F)F)c2)sc1C(=O)N(C)C	-22.2%
23	CCOc1cc(C(=O)Nc2ccc(-c3cn4cccnc4n3)cc2)cc(OCC)c1OCC	?
24	Cc1cc(C)n(C)c(=O)c1C(=O)N1CCC2(CC1)CNC(C(=O)O)C2 (centres undefined)	?
25	Cc1ccc(C)c(Nc2nc3c(S(=O)(=O)c4ccc(Br)cc4)nnn3c3ccsc23)c1	?
26	O=C(c1ccc(F)cc1)N1CCC2(CC1)N(c1ccccc1)C(=O)CS2(=O)=O	21.6%
27	C/C(=N\NC(=O)Cc1cccs1)c1ccc2ccccc2c1	-8.2%&-20.6%
28	O=C(c1cc(-c2ccccc2Cl)on1)N1CCCC1	?
29	COc1ccc(-c2cc(C(F)(F)F)nc(S(=O)(=O)CCC(=O)Nc3ccc(Cl)cc3)n2)cc1	?
30	O=S(=O)(Nc1nc2ccccc2nc1Nc1ccccc1)c1cccc2nsnc12	-1.3%
31	COc1ccc(NC(=O)Cn2ccn3nc(-c4ccccc4)c(CO)c3c2=O)cc1	?
32	CSc1cccc(NC(=O)Cn2c(-c3ccc(F)cc3)nc(C)c(CCO)c2=O)c1	11.9%
33	CC(C)NC(=O)CN1CN(c2ccccc2)C2(CCN(C(=O)NCc3ccccc3)CC2)C1=O	18.0%
34	CCC(C)NC(=O)C1CC2CCC1C2 (centres undefined)	-1.2%
35	O=C(NCC1(c2ccccc2)CCCC1)c1cc(=O)c2ccccc2o1	-3.4%
36	COc1ccc(NC(=O)c2ccccc2NS(=O)(=O)c2ccc3c(c2)OCCCO3)cc1	1.9%
37	CCOc1ccc(C(=O)C(C)OC(=O)c2ccc(OCC(N)=O)cc2)cc1 (centres undefined)	9.7%
38	Cc1noc(C)c1C(=O)N(C)C1CCc2nnc(C)n2CC1 (centres undefined)	0.5%
39	CC(CNS(=O)(=O)c1ccc(Cl)cc1)n1cncn1 (centres undefined)	20.4%
40	CCc1cnc2c(c1SCC(=O)N1CCC(C)CC1)c(=O)n(C)c(=O)n2C	-3.8%
41	O=S(=O)(c1ccccc1)N1CCC(N(Cc2cccnc2)C2CCOCC2)CC1	-11.7%
42	Cc1c(-c2ccc(Cl)cc2)nc2ccccc2c1C(=O)NC1CCCCCC1	-5.1%
43	O=C(COc1ccccc1)NC[C@H]1Cn2c(-c3ccc(Cl)cc3)cnc2CO1	3.1%[86.2 µM]
44	Cc1cn2nnc(C(=O)NCc3ccc4c(c3)OCO4)c2c(=O)[nH]1	-29.8%
45	O=C(CCc1nc2ccccc2[nH]1)N1CCN(C(=O)N2CC3CC(C2)[C@H]2CCCC(=O)N2C3)CC1 (some centres undefined)	-20.5%
46	O=C(CCC1N=C2c3ccccc3N=C(SCc3ccccc3F)N2C1=O)NCc1ccccc1 (centres undefined)	?
47	CCOC(=O)Cn1c(=O)c(-c2cc(Br)ccc2N)nc2ccccc21	30.8%
48	CC1=C[C@@H](CNC(=O)c2cccnc2)[C@H](C(C)C)C[C@H]1CC(=O)N1CCN(C)CC1	-13.2%[86.2 µM]
49	O=C(NCCc1ccccc1)N1CCCC(c2noc(COc3ccccc3)n2)C1 (centres undefined)	6.2%
50	CCOP(=O)(OCC)c1nc(-c2ccc(Cl)cc2)oc1NCc1ccco1	?

Carrying on.
No.	smiles	KDM5B inhibitor
51	COc1ccc(NC(=O)CCn2nc(-c3ccccc3OC)c3c(C)cc(C)nc32)cc1	?
52	CCOC(=O)c1c(C)[nH]c(C(=O)OC(C)C(=O)Nc2ncc(Cl)cc2Cl)c1C (centres undefined)	-10.7%
53	CCN(CC)CCCNc1oc(/C=C/c2cccs2)nc1C#N	?
54	Cn1c(=O)c2c(nc(N3CCN(c4ccccc4)CC3)n2Cc2ccc(F)cc2)n(C)c1=O	10.6%
55	COC(=O)c1ccc2c(=O)n(CCCCCC(=O)NCc3ccccc3)c(=O)[nH]c2c1	-14.4%
56	O=C(Cn1nc2n(c1=O)CCCC2)Nc1ccccc1	-12.0%
57	CCC(CC)C(=O)N1N=C(c2cccc(OC)c2)CC1c1ccc2nccnc2c1 (centres undefined)	-2.3%
58	O=C(C1CCCN1c1nc2ncccc2o1)N1CCN(c2ncccn2)CC1 (centres undefined)	14.1µM*
59	COc1cc(NC(=O)CSc2nc3nc(C)c(Cc4ccccc4Cl)c(C)n3n2)cc(OC)c1	-17.6%
60	CN1C(=O)C(CC(=O)N2CCN(Cc3cccc(Cl)c3)CC2)=C2CCCCC21 (centres undefined)	12.5%
61	CN(C)C(=O)CC1CCCCN(Cc2ccccc2)C1=O (centres undefined)	27.0%
62	O=C(NCc1ccc(Cl)nc1)c1cccn2cncc12	?
63	O=C(O)C1C2C=CC(C2)C1C(=O)Nc1ccccc1C(F)(F)F (centres undefined)	20.8%
64	N#C/C(=C/c1sc2ccccc2c1Cl)C(=O)NC1CC1	12.1%
65	COC(=O)c1ccc(Cl)c(NC(=O)CSc2nnc(-c3ccncc3)o2)c1	-9.5%
66	O=C1NC(=NC2CCCCC2)C2(CCCN(Cc3ccsc3)C2)N1c1cccnc1 (centres undefined)	-3.3%[115 µM]
67	CCOc1ccc(N2CC(NC(=O)c3ccc(Cl)cc3)CC2=O)cc1 (centres undefined)	12.7%
68	CS(=O)(=O)N(C1CCOCC1)C1CCN(C(=O)c2ccc(Cl)cc2)CC1	21.6%
69	O=C(O)C[C@@H]1CCN(C(=O)c2ccc(C(F)(F)F)cc2)C[C@@H]1CCN1CCN(c2ccccn2)CC1	?
70	N[C@H]1CN(C(=O)c2ccc(Cn3cnnn3)cc2)C[C@@H]1C1CC1	5.7%
71	COc1ccccc1NC(=O)c1cc(-c2cccnc2)nc2ccccc12	-2.1%
72	O=c1cc(C(F)(F)F)[nH]c(=S)n1-c1ccccc1	?
73	COc1ccc(C(=O)/C(=C\c2ccc(Cl)cc2)c2nc3ccccc3o2)cc1	-5.6%
74	Cc1ccc(-c2c(C(=O)N3CCN(c4cccc(C)c4C)CC3)oc(=O)c3ccccc23)cc1	-24.9%
75	Cc1ccc(Nc2ccc([N+](=O)[O-])c3nonc23)cc1Cl	12.4%
76	CCN(Cc1ccccc1)Cc1c(O)ccc2c(=O)c(-c3ccccc3Cl)coc12	-47.4%
77	Cc1ccc(S(=O)(=O)n2ccn(C(=O)CC3CCCCC3)c2=O)cc1	13.6%
78	O=C(Cc1ccc2c(c1)CCCC2)NC1CCCC1	21.9%
79	O=C(Cc1c[nH]c2ccccc12)N[C@H](Cc1ccccn1)C1CC(O)C1 (some centres undefined)	-7.5%
80	CS(=O)(=O)N(CC(=O)Nc1ccc(F)c(Cl)c1)Cc1ccccc1	-7.9%
81	O=C1COc2ccc(-c3csc(NC4CCCCC4)n3)cc2N1	-24.8%
82	N#C/C(=C/c1ccccc1OCCOc1ccccc1)c1ccccc1	12.5%
83	Cc1[nH]n(-c2ccc(F)cc2)c(=O)c1CCC(=O)Nc1ccc(C#N)cc1	-14.1%
84	Cc1ccccc1N1CCN(c2nc(-c3cccnc3)nc3ccccc23)CC1	?
85	COc1ccc(C)cc1NC(=O)C1COc2ccccc2C1 (centres undefined)	-8.0%
86	COc1ccccc1CNC(=O)Cn1cc2c(n1)-c1c(oc(C(=O)N3CCOCC3)c1C)CC2	?
87	CCOC(=O)N1CCN(S(=O)(=O)N2CCCC(C(=O)NCc3ccccc3OCC)C2)CC1 (centres undefined)	13.8%
88	Cc1cc(Nc2ccc(Cl)cc2)n2cnnc2n1	1.3%
89	Cn1ncc2c(N3CCN(c4ccccc4)CC3)nc(N3CCOCC3)nc21	?
90	CCCc1cc(=O)oc2cc(OCC(=O)NC3CCCC3)ccc12	69.9%[activator]
91	Cc1ccc(NC(=O)N2C[C@@H](F)C[C@H]2C(=O)N2CCc3ccccc3C2)cc1Cl	8.7%
92	CC(C)CCN(C(=O)c1cc(=O)[nH]c2ccccc12)c1c(N)n(Cc2ccccc2)c(=O)[nH]c1=O	-22.4%
93	CC(C)CCNC(=O)C1(CCO)CCN(c2ncccn2)C1 (centres undefined)	25.1µM*
94	CCCS(=O)(=O)N1C[C@@H](Oc2ccccc2)C[C@@H]1C(=O)NC	2.0%
95	C=CCn1c(Oc2cccc(C(F)(F)F)c2)nc2c1c(=O)n(C)c(=O)n2C	-6.1%
96	CNC(=S)NN=C1CCC(c2ccccc2)CC1 (centres undefined)	8.8%
97	c1cncc(C2=NOC3(CCN(CC4CCCCC4)CC3)C2)c1	15.8%[86.2 µM]
98	N#Cc1ccc(C(=O)N2CC[C@H]3C(=O)NCCCCCCN(Cc4ccncc4)[C@@H]3C2)cc1	?
99	CCc1ccc(C(=O)N2CCC(N3C(=O)CCC3C(=O)NCc3ccccc3)CC2)cc1 (centres undefined)	5.3%
100	COCCNc1ccc(-c2nc(-c3ccncc3)no2)cc1[N+](=O)[O-]	11.1%

An excerpt from above in order of their number in KDM5B inhibitor, rising:
#	SMILES	KDM5B inhibitor
76	CCN(Cc1ccccc1)Cc1c(O)ccc2c(=O)c(-c3ccccc3Cl)coc12	-47.4%
92	CC(C)CCN(C(=O)c1cc(=O)[nH]c2ccccc12)c1c(N)n(Cc2ccccc2)c(=O)[nH]c1=O	-22.4%
8	Cc1nc(SCC(=O)Nc2ccccc2F)[nH]c(=O)c1Cc1ccccc1	-21.6%
35	O=C(NCC1(c2ccccc2)CCCC1)c1cc(=O)c2ccccc2o1	-3.4%
70	N[C@H]1CN(C(=O)c2ccc(Cn3cnnn3)cc2)C[C@@H]1C1CC1	5.7%
26	O=C(c1ccc(F)cc1)N1CCC2(CC1)N(c1ccccc1)C(=O)CS2(=O)=O	21.6%
47	CCOC(=O)Cn1c(=O)c(-c2cc(Br)ccc2N)nc2ccccc21	30.8%

The listing picks up; the two compounds before the break are reprinted first.
No.	smiles	KDM5B inhibitor
99	CCc1ccc(C(=O)N2CCC(N3C(=O)CCC3C(=O)NCc3ccccc3)CC2)cc1 (centres undefined)	5.3%
100	COCCNc1ccc(-c2nc(-c3ccncc3)no2)cc1[N+](=O)[O-]	11.1%
101	Cc1noc(-c2cn(C3CCN(C(=O)c4cc(F)ccc4F)C3)nn2)n1 (centres undefined)	-22.9%
102	COc1ccccc1CNC(=O)c1cc2cc(C)ccc2n1C	?
103	CN(C)c1ccc(C(=O)NNC(=O)C(F)(F)F)cc1	-23.7%
104	O=C(C1=NOC2CN(C(=O)C3CC3)CC12)N1CCN(c2ncccn2)CC1 (centres undefined)	?
105	Cc1ccc(C(=O)N2C(=O)C(c3ccccc3)Oc3ccccc32)cc1 (centres undefined)	-7.6%
106	Cc1ccc(-c2nnc3ccccc3c2C(=O)Nc2ccc(C)c(F)c2)cc1	-26.3%
107	COC(=O)c1ccc(/C=C(/Cl)c2ncc(-c3ccc(Cl)cc3)o2)cc1	?
108	Cc1ccc(-c2c(C(=O)Nc3ccccc3F)oc(=O)c3ccccc23)cc1	-17.8%
109	CCOc1ccc(CNS(=O)(=O)c2ccc(-c3coc(C)n3)cc2)cc1OC	4.7%
110	COC(=O)CNC(=O)c1nc(-c2ccc(Cl)cc2Cl)c2cnccn12	79.4µM*
111	CC(=O)N1CCC(N[C@H]2C[C@@H](Cc3cc(CN(C)c4ccccc4)on3)C2(C)C)CC1	-29.3%[86.2 µM]
112	COC(=O)c1cc2sccc2n1Cc1c(C)cc(C)cc1C	-3.2%
